Bioassay records as filed in PubChem.
RGS4 block – inhibitors of human RGS4; B-score at 10 µM; 310,000 tested, 0.45% active; P49798; AID 463165; HEK293 M3R/RGS4 inducible, Fluo-4 calcium flux; hits give high values; triggered by carbachol at its EC20;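 active = B-score, a plate-corrected calcium signal, over three deviations above library mean, with baseline fluorescence within five deviations of library mean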;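 also: RGS4 expression induced by doxycycline in cells with stable M3 receptor; B-score is computed from the integrated fluorescence ratio over baseline after carbachol; higher B-score means a larger calcium signal and so more RGS4 inhibition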
Target sequence (P49798 whole entry, looked up): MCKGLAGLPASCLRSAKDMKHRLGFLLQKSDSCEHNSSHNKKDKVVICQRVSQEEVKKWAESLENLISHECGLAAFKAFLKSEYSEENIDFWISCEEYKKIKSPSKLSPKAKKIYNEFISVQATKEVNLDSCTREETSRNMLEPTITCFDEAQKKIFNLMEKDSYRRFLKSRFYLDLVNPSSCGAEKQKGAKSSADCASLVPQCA
MrgX1 agonist – activates human MrgX1 receptor signaling; 310,000 tested, 0.44% active; Q96LB2; B-score at 10 µM; MrgX1-HEK293 cells, Fluo-4 calcium fluorescence, agonist mode; hits give high values; AID 588627;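 active = calcium response B-score plate-corrected fluorescence ratio at least 3 library SD, with starting fluorescence B-score inside 5 SD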
Target sequence (Q96LB2 whole entry, looked up): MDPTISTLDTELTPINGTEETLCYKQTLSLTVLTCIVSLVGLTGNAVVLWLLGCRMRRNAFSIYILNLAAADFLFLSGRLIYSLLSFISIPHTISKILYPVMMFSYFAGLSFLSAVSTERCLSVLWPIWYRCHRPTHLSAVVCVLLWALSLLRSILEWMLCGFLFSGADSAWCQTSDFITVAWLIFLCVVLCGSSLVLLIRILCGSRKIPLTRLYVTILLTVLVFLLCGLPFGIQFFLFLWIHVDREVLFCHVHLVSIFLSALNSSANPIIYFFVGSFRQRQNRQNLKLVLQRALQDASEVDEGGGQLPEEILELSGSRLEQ
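System: HEK293 cells stably expressing human MrgX1 receptor; Dosing: test compound in the initial addition of three; Schedule: overnight plating, then 30 min 37 °C plus 30 min room-temperature dye loading; Detection: kinetic calcium dye fluorescence, Fluo-4 NW; Controls: per-plate positive and negative controls for Z′ factor.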
TRPC4 act – opens the mouse TRPC4 cation channel; Q9QUQ5; HEK293 TRPC4beta/mu-opioid, Fluo4 calcium fluorescence; hits give high values; B-score at 10 µM; 310,000 tested, 0.49% active; AID 2237;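 active = B-score above 5 SD of library B-scores, and initial fluorescence ratio not above library mean plus 5 SD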;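 also: positive B-score marks a calcium rise read as TRPC4 activation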
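Technique: kinetic Fluo4 calcium fluorescence; Test system: TRPC4beta and mu-opioid receptor HEK293 stable cells; Measure: B-scored integrated calcium fluorescence ratio; Benchmarks: low control buffer alone, high control maximal DAMGO; Schedule: 45 min room-temperature Fluo4 loading, 110 s read.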
TRPC4 PAM – TRPC4 (mouse) allosteric potentiation; Q9QUQ5; B-score at 10 µM; 310,000 tested, 0.42% active; HEK293 TRPC4beta/mu-opioid, DAMGO EC20, Fluo-4 Ca2+ flux; hits give high values;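 active = B-score of calcium response area above 5 SD of library B-scores, with initial fluorescence ratio within 5 SD of library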;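 also: B-score of integrated fluorescence ratio over time as area under calcium response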
TRPC6 activator – mouse TRPC6 channel activation. B-score at 10 µM. 310,000 tested, 0.13% active. HEK293-TRPC6 membrane potential dye fluorescence; hits give high values;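 active = B-score of the integrated fluorescence ratio above library mean plus 3 SD, and starting fluorescence ratio within library mean plus 5 SD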;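 also: higher score means more depolarization so channel activation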
TRPC4 inh – inhibitors of mouse TRPC4 channel | Q9QUQ5 | HEK293 TRPC4beta/mu-opioid, DAMGO-evoked Fluo4 calcium flux; hits give low values | B-score at 10 µM | 300,000 tested, 0.39% active;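 active = B-score over 3 SD under the library average, no early fluorescence shift, positive overall ratio signal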
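Material: HEK293 cells with stable TRPC4beta plus mu-opioid receptor expression / Probe or stimulus: DAMGO in two steps, submaximal then maximal / Compound: single concentration per test compound / Technique: kinetic Fluo4 fluorescence imaging of calcium influx / Read-out: per-well B score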
TMEM16A inh – mouse TMEM16A channel inhibition, primary screen | 310,000 tested, 1.2% active | HEK293 TMEM16A/YFP iodide influx fluorescence, ionomycin | normalized B-score (activity score, 25-100; higher = stronger inhibition) at 10 µM;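 active = ratio plate-corrected score three or more library SD toward inhibition, starting fluorescence score within five deviations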;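 also: score derived from kinetic fluorescence span divided by baseline fluorescence per well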
MrgX1 PAM – allosterically activates human MrgX1 receptor signaling. Q96LB2. MrgX1-HEK293, Fluo-4 calcium flux, FDSS; hits give high values. B-score at 10 µM. 310,000 tested, 0.63% active;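 active = plate-corrected calcium response at least 3 library SD above typical, normal starting fluorescence, not activating the receptor alone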;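 also: compound read alongside a low EC10 to EC30 dose of BAM8-22 agonist; peak minus trough fluorescence over baseline measured at the second addition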
TMEM16A act – mouse TMEM16A channel activation, primary screen | Q8BHY3 | HEK293 TMEM16A/YFP-H148Q/I152L, iodide quench fluorescence; hits give low values | B-score at 10 µM | 340,000 tested, 0.3% active;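 active = fluorescence-ratio B-score plate-corrected deviation score at least 3 library SD below zero, with starting fluorescence score within 5 deviations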;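 also: channel opened by trigger with iodide after compound preincubation; score built on the fluorescence ratio of max minus min over baseline; more negative score means more quench and so TMEM16A activation or potentiation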
MrgX1 antagonist – antagonists of human MrgX1 receptor | MRGX1-HEK293 calcium flux, Fluo-4, BAM8-22 antagonism; hits give low values | B-score at 10 µM | 310,000 tested, 1.3% active | AID 588676;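 active = calcium-response B-score plate-corrected more than 3 library SD below zero, starting fluorescence within 5 deviations, no agonist response on first addition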;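 also: peak minus trough fluorescence over baseline after final BAM8-22 challenge near maximal dose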
TRPC6 inh – inhibitors of mouse TRPC6 channel; Q61143; HEK293-TRPC6, membrane potential dye, ACh-evoked depolarization; hits give low values; B-score at 10 µM; 310,000 tested, 1.1% active;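 active = B-score under library mean minus 3 SD, initial fluorescence not abnormally high, positive integrated signal ratio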;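 also: B-score derived from integrated fluorescence ratio over the kinetic read; more negative B-score means stronger inhibition of depolarization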
* marks the source's active call; other numbers are inactive results; i = inactive; x = no result given. No enrichment for hits, and some 5.8% of all compounds hit somewhere here.

entry	SMILES	RGS4 block	MrgX1 agonist	TRPC4 act	TRPC4 PAM	TRPC6 activator	TRPC4 inh	TMEM16A inh	MrgX1 PAM	TMEM16A act	MrgX1 antagonist	TRPC6 inh
1	CNC(=O)CSc1nnc(-c2ccccc2F)n1CCc1ccccc1	i	i	i	i	i	i	i	i	i	i	i
2	O=C(C(Cc1ccccc1)n1cccc1)N1CCN(C2CCCCC2)CC1 (configuration not stated)	i	i	i	i	i	i	i	i	i	i	i
3	Cc1ccc(NC(=O)Nc2cnccn2)cc1	i	i	i	i	i	i	i	i	i	i	i
4	COc1ccc(C(CC(=O)O)c2ccc3c(c2)OCO3)cc1 (configuration not stated)	i	i	i	i	i	i	i	i	i	i	i
5	COc1ccc(CNC(=O)C(C)NC(=O)c2cc3ccccc3o2)cc1 (configuration not stated)	i	i	i	i	i	i	i	i	i	i	i
6	CCOC(=O)N1CCN(C(=O)c2ccc(C)c(S(=O)(=O)Nc3cccc(C)c3C)c2)CC1	i	i	i	i	i	i	i	i	i	i	i
7	S=c1[nH]nc(-c2cc(-c3ccccn3)nc3ccccc23)o1	i	i	i	i	i	i	i	i	i	i	i
8	CCOC(=O)C(=O)N1c2ccccc2C(N(C(=O)C(=O)OCC)c2ccccc2)CC1C (configuration not stated)	i	i	i	i	i	i	i	i	i	i	i
9	CCCC1O[C@@H]2CC3C4CCC5=CC(=O)C=C[C@]5(C)C4C(OC(C)=O)C[C@]3(C)[C@]2(C(=O)COC(C)=O)O1 (some centres not stated)	i	i	i	i	i	i	i	i	i	i	i
10	CCc1ccc(/C=N/NC(=O)c2nnn(-c3nonc3N)c2C(C)C)cc1	i	i	i	i	i	i	i	i	i	i	i
11	O=C(CN(Cc1ccc(F)cc1)C(=O)c1csnn1)NCc1ccccc1	i	i	i	i	i	i	i	i	i	i	i
12	CCOc1ccc(Cc2nc(C)c(CC(=O)N3CCCCC3)c(=O)[nH]2)cc1	i	i	i	i	i	i	i	i	i	i	i
13	O=C(N/N=C/c1cn(CC(=O)N2CCOCC2)c2ccccc12)c1cccnc1	i	i	i	i	i	i	i	i	i	i	i
14	Cc1onc(C(=O)N2CCN(c3ccccc3F)CC2)c1-c1ccccc1Cl	i	i	i	i	i	i	i	i	i	i	i
15	COc1cc(NC(=O)c2cc(-c3cccs3)on2)cc(OC)c1OC	i	i	i	i	i	i	i	i	i	i	i
16	Cc1cc2cc3c(cc2nc1SCC(=O)Nc1c(C)cccc1C)CCC3	i	i	i	i	i	i	i	i	i	i	i
17	Cc1cc(C)c(NC(=O)CSc2nc(=O)n(CCN3CCOCC3)c3c2CCC3)c(C)c1	i	i	i	i	i	i	i	i	i	i	i
18	COc1cccc(C(=O)O/N=C(\N)c2ccc([N+](=O)[O-])cc2)c1	i	i	i	i	i	i	i	i	i	i	i
19	Clc1cccc(CSc2ccc(-c3ccco3)nn2)c1	i	i	i	i	i	i	i	i	i	i	i
20	CC1CCCN(C(=O)CSc2nnc(-c3ccco3)n2C)C1 (configuration not stated)	i	i	i	i	i	i	i	i	i	i	i
21	Cc1ccc(C)c(C2=NNC(=NCc3ccccc3)SC2)c1	i	x	i	i	i	i	x	x	i	x	i
22	NNC(=O)C1=NOC2COC3(CCN(c4ncccn4)CC3)OCC12 (configuration not stated)	i	i	i	i	i	i	i	i	i	i	i
23	CCn1c(SCC(=O)c2ccc(Cl)cc2)nnc1-c1ccoc1C	i	i	i	i	i	i	i	i	i	i	i
24	CC(C)c1ccc(/C=C/C(=O)Nc2ccc(CN3CCOCC3)cc2)cc1	i	i	i	i	i	i	100*	i	i	i	i
25	NC(=O)CSc1nc2c(sc3ccccc32)c(=O)n1CCCN1CCOCC1	i	i	i	i	i	i	i	i	i	i	i
26	C/C(=N/NC(=O)c1cn(-c2cccc(C)n2)cn1)c1ccc(C)cc1	i	i	i	i	i	i	i	i	i	i	i
27	O=C(NCC1CCCO1)c1cc2c(s1)CS(=O)(=O)C2 (configuration not stated)	i	i	i	i	i	i	i	i	i	i	i
28	CCOC(=O)c1c(NC(=O)COC(=O)c2ncc(Cl)c(Cl)c2Cl)sc(C(=O)N(C)C)c1C	i	i	i	i	i	i	i	i	i	i	i
29	COc1cc(C(=O)NCc2cccc3ccccc23)cc(Cl)c1OC	i	i	i	i	i	i	i	i	i	i	i
30	COc1ccc(Cl)cc1S(=O)(=O)Nc1ncn[nH]1	i	i	i	i	i	i	i	i	i	i	i
31	COc1ccc(-c2cc(-c3n[nH]c(=S)n3-c3cc(OC)ccc3OC)[nH]n2)cc1	i	i	i	i	i	i	i	i	i	i	i
32	CNc1nc(C)cc(C)c1S(=O)(=O)c1ccc(Cl)cc1	i	i	i	i	i	i	i	i	i	i	i
33	CCOc1ccccc1NC(=O)c1ccc2c(c1)C(=O)N(CC1CCCO1)C2=O (configuration not stated)	i	i	i	i	i	i	i	i	i	i	i
34	CCN1C(=O)[C@H]2[C@@H](c3ccc(C)cc3)N3C(=O)N(c4cccc(Cl)c4)C(=O)[C@@]3(CC)[C@H]2C1=O	i	i	i	i	i	i	i	i	i	i	i
35	Cc1ccc(O)c(NC(=O)C2CC(c3cccc(Br)c3)=NO2)c1 (configuration not stated)	i	i	i	i	i	i	i	i	i	i	i
36	O=C(Nc1cc(Cl)cc(Cl)c1)C(c1ccccc1)N1CCCCC1 (configuration not stated)	i	i	i	i	i	i	i	i	i	i	i
37	Cc1ccc(CC(=O)O/N=C(\N)c2ccncc2)cc1	i	i	i	i	i	i	i	i	i	i	i
38	Cc1ccc(-c2nc(S(=O)(=O)c3ccc(C)cc3)c(SCC(=O)NCC3CCCO3)o2)cc1 (configuration not stated)	i	i	i	i	i	i	i	i	i	i	i
39	COc1cc(NC(=S)N2CCN(S(=O)(=O)c3ccccc3)CC2)cc(OC)c1	i	i	i	i	i	i	i	i	i	i	i
40	Cc1ccc2oc(C(=O)N(C)CCC(O)c3ccccc3)c(C)c2c1 (configuration not stated)	i	i	i	i	i	i	i	i	i	i	i
41	CCOC(=O)C1CCCN(S(=O)(=O)c2ccc(S(=O)(=O)N(CC)CC)cc2)C1 (configuration not stated)	i	i	i	i	i	i	25*	i	i	i	i
42	CCN(C(=O)COC(=O)/C=C/c1cccc([N+](=O)[O-])c1)c1ccccc1	i	i	i	i	i	i	i	i	i	i	i
43	COc1ccc(-n2cnnc2SCC(=O)N2CCN(c3ccccc3)CC2)cc1	i	i	i	i	i	i	i	i	i	i	i
44	CCCC12CN3CC(C)(CN(C1)C3c1cccs1)C2=O (configuration not stated)	i	i	i	i	i	i	i	i	i	i	i
45	CCN(CC)S(=O)(=O)c1ccc(C)c(NC(=O)COc2ccc3c(C)cc(=O)oc3c2)c1	i	i	i	i	i	i	i	i	i	i	i
46	Cc1ccc(S(=O)(=O)N(Cc2ccccc2)C(C)C)cc1	i	i	i	i	i	i	i	i	i	i	i
47	CC1(C)CC(=O)C(C2C3=C(CC(C)(C)CC3=O)Oc3ccccc32)=C(O)C1 (configuration not stated)	i	i	i	i	i	i	i	i	i	i	i
48	N#C/C(=C1/CCCN1)c1ccccn1	i	i	i	i	i	i	i	i	i	i	i
49	COc1ccccc1NS(=O)(=O)c1cc(C(=O)NCC2CCCO2)ccc1C (configuration not stated)	i	i	i	i	i	i	i	i	i	i	i
50	CC(=O)c1ccc(NC(=O)C2C3C=CC(C3=C(c3ccccc3)c3ccccc3)C2C(=O)O)cc1 (configuration not stated)	i	i	i	i	i	i	i	i	i	i	i
51	CCOC(=O)n1c(=O)oc2cc(S(=O)(=O)N3CCCCC3)ccc21	i	i	i	i	i	i	i	i	i	i	i
52	CCCC(=O)NC(=S)Nc1ccc(C(C)=O)cc1	i	i	i	i	i	i	i	i	i	i	i
53	COc1ccc(S(=O)(=O)N2CCN(C(=O)c3cc(-c4ccc(Br)cc4)n[nH]3)CC2)cc1OC	i	i	i	i	i	i	i	i	i	i	i
54	COc1ccc(-c2cc(C(=O)N(C)CCc3ccc(OC)c(OC)c3)c3ccccc3n2)cc1	i	i	i	i	i	i	i	i	i	i	i
55	COc1cc(OC)c(NS(=O)(=O)c2c(C)[nH]c(=O)[nH]c2=O)cc1Cl	i	i	i	i	i	i	i	i	i	i	i
56	O=C(/C=C/Nc1ccccc1)c1ccc(Oc2ncccn2)cc1	i	i	i	i	i	i	i	i	i	i	i
57	O=C(CCn1ccc([N+](=O)[O-])n1)Nc1nccs1	i	i	i	i	i	i	i	i	i	-5.19*	i
58	CCc1ccccc1N(C(=O)c1ccco1)C(C(=O)NC1CCCC1)c1cccnc1 (configuration not stated)	i	i	i	i	i	i	i	i	i	i	i
59	O=C(CN1C(=O)c2ccccc2S1(=O)=O)NC(Nc1ccccc1F)C(Cl)(Cl)Cl (configuration not stated)	i	i	i	i	i	i	i	i	i	i	i
60	O=C(O)C1C2CCC(O2)C1C(=O)Nc1ccc(Cl)cc1F (configuration not stated)	i	i	i	i	i	i	i	i	i	i	i

Continuation.
entry	SMILES	RGS4 block	MrgX1 agonist	TRPC4 act	TRPC4 PAM	TRPC6 activator	TRPC4 inh	TMEM16A inh	MrgX1 PAM	TMEM16A act	MrgX1 antagonist	TRPC6 inh
61	NC(=O)CC(NC(=O)Cc1cccc2ccccc12)c1ccc(N2CCCCCC2)c([N+](=O)[O-])c1 (configuration not stated)	i	i	i	i	i	i	i	i	i	i	i
62	CCN(CC)c1ccc(O)c(C=Nc2ccc(C)c(C)c2)c1	i	i	i	i	i	i	i	i	i	i	i
63	NC(=O)c1c(/N=C/c2cccnc2)sc2c1CCCC2	i	i	i	i	i	i	i	i	i	i	i
64	Cc1cc(C)n(CC(C)(O)c2ccccc2)n1 (configuration not stated)	i	i	i	i	i	i	i	i	i	i	i
65	O=C(Nc1ccc2c(c1)N(S(=O)(=O)c1cccs1)CCC2)c1c(F)cccc1Cl	i	i	i	i	i	i	i	i	i	i	i
